Screens: PubChem, several laboratories
Y pestis TopoI – Yersinia pestis topoisomerase I inhibitors, primary screen, biochemical, cleavage product accumulation, plate reader, single point; DNA topoisomerase I (Yersinia pestis CO92); Y. pestis Topo-I cleavage product accumulation; activity, % at 10 µM; hit rate 0.064% among 360,000; AID 504884, 2011; in the data active = activity above about 50%, passing the limit was not always enough; inconclusive = no clear call, values can overlap the other calls; note: inactives centre near 2
TcdB GH inh – TcdB glycohydrolase inhibitors, primary screen, biochemical, single point, plate reader; TcdB glycohydrolase enzymatic assay; inhibition, % at 9.99 µM; hit rate 0.24% among 350,000; AID 652162, 2013; Toxin B (Clostridioides difficile), P18177; in the data active = inhibition above about 10%
MazF activator – activators of E. coli MazEF toxin-antitoxin RNase, primary screen, biochemical, fluorescence, uHTS | Endoribonuclease toxin MazF (Escherichia coli (strain K12)), P0AE70 | FAM/BHQ RNA-DNA oligo cleavage fluorescence, 5 h | activation, % at 20 µM | hit rate 0.32% among 350,000 | AID 504720, 2011; in the data active = activation above about 50%
Target sequence (P0AE70 whole entry, looked up): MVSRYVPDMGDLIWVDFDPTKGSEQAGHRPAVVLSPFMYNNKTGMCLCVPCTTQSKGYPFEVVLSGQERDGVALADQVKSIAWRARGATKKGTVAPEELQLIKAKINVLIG
DUSP3 inh – VHR1 phosphatase inhibitors, primary screen, biochemical, absorbance, uHTS; recombinant VHR phosphatase, pNPP absorbance; hit rate 0.52% among 290,000; inhibition, % at 13.3 µM; AID 1654, 2009; Dual specificity protein phosphatase 3 (Homo sapiens), P51452; in the data active = inhibition above about 50%; note: some compounds called inactive have numbers as strong as hits
Target sequence (P51452 whole entry, looked up): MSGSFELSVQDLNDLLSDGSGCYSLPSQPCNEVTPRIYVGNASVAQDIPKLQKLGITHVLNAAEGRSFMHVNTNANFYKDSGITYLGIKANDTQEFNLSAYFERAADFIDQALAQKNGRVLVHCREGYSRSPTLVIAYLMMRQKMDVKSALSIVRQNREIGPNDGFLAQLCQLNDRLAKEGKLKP
BH1578 lux ind – inducers of Vibrio cholerae quorum light production without autoinducers, primary screen, BH1578 luxS cqsA deficient, single point; hit rate 0.16% among 350,000; activation, % at 18.7 µM; V. cholerae BH1578 lux reporter, luminescence, 6 h; AID 588436, 2011; in the data active = activation mostly above about 9.7%, no sharp cut-off; inconclusive = no clear call, values can overlap the other calls; inactive = mostly below about 3.7%; note: not every result past the cut was called active; inactives centre near 0; reference of the scale not given here
PriA SSB inh – inhibitors of Klebsiella pneumoniae PriA binding to SSB C-terminal tail, primary screen, biochemical, AlphaScreen; PriA–SSB C-terminal tail interaction (Klebsiella pneumoniae); AlphaScreen SSBct-PriA binding, biotinylated peptide; inhibition, % at 33 µM; hit rate 0.6% among 430,000; AID 1272365, 2023; in the data active = inhibition mostly above about 37%, no sharp cut-off; inactive = mostly below about 20%;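 note: plate controls were negative control peptide for no effect and reference peptide for full effect; strong numbers were not always called active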
PfHsp40 yeast – rescue of yeast from PfHsp40 toxicity, primary screen, S. cerevisiae, ATP luminescence | hit rate 0.68% among 340,000 | S. cerevisiae expressing PfHsp40, growth rescue | growth rescue, % at 12.5 µM | AID 504582, 2011; in the data active = growth rescue above about 28%, passing the limit was not always enough; inconclusive = no clear call, values can overlap the other calls;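 note: yeast W303a lacking pdr1 and pdr3 grown in galactose medium; growth measured after three days at 30 °C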
Rv3671c inh – Rv3671c serine protease inhibitors, primary screen, biochemical, fluorescence polarization, M. tuberculosis H37Rv. inhibition, % at 5.96 µM. hit rate 0.048% among 320,000. AID 2606, 2010; in the data active = inhibition above about 38%;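 note: extracellular domain of Rv3671c used as enzyme; 0% = enzyme with DMSO and 100% = no enzyme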
Target sequence (P9WHR9 whole entry, looked up, the tested form may be a part): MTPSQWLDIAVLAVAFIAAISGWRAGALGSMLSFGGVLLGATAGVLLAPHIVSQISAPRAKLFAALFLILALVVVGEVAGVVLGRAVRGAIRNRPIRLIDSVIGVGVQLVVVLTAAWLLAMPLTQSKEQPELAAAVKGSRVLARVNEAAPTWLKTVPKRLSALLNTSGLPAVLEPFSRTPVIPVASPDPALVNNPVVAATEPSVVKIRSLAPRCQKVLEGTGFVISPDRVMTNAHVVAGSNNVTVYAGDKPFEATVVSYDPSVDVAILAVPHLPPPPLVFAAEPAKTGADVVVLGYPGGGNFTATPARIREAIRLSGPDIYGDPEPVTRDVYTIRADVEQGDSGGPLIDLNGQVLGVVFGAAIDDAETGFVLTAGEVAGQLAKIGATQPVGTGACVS
Anthrax LF inh2 – Bacillus anthracis LF protease inhibitors, primary screen, biochemical, multiplex microsphere, MLPCN library; Lethal factor (Bacillus anthracis), P15917; multiplex microsphere protease cleavage assay; inhibition, % at 10 µM; hit rate 0.12% among 360,000; AID 588501, 2011; in the data active = inhibition above about 30%; inconclusive = no clear call, values can overlap the other calls; note: plate controls were buffer without enzyme for full effect and enzyme alone for no effect
SARS 3CLpro inh – SARS-CoV 3CLpro protease inhibitors, primary screen, biochemical, quenched FRET. AID 1706, 2009. recombinant SARS-CoV 3CLpro, quenched FRET peptide cleavage. Replicase polyprotein 1ab (Severe acute respiratory syndrome coronavirus), P0C6X7. inhibition, % at 6 µM. hit rate 0.14% among 290,000; in the data active = inhibition above about 12%
The depositor's hits bear a star; i = inactive; ? = inconclusive; nt = not tested or not shown. These rows are one share of the data, so the mix of outcomes need not match the whole.

canonical_smiles,Y pestis TopoI,TcdB GH inh,MazF activator,DUSP3 inh,BH1578 lux ind,PriA SSB inh,PfHsp40 yeast,Rv3671c inh,Anthrax LF inh2,SARS 3CLpro inh
Cc1ccc(NC(=O)CN(C)C(=O)c2ccccc2OCc2c(C)noc2C)cc1,7,1.6,-1,nt,i,-4,6.4,13,?,nt
Cc1noc(/C=C/Nc2ccc(F)cc2F)c1[N+](=O)[O-],-4,1.1,24,14,-0.2,-3,-1.7,-6,-1,-1
O=C(Nc1nc2c(Cl)cccc2s1)C1CC1,1,1.0,5,34,i,-3,0.0,6,4,3
O=C1CC(c2cccs2)CC2=C1C(c1ccccc1)n1ncnc1N2 (stereo unspecified),-1,nt,-7,11,i,-9,0.2,-6,3,-3
CCOC(=O)C[n+]1c(C)sc2ccc(OC)cc21,11,nt,-7,10,-7.1,6,1.2,-6,-3,-2
COc1ccc(CC(=O)OCc2cc3ccc(C)cc3[nH]c2=O)cc1,2,nt,2,12,i,-20,-0.4,-1,-10,-1
O=C(O)c1ccc(N=N/C(=N\Nc2ccc(C(=O)O)cc2)c2ccccc2)cc1,-15,0.3,-6,nt,-1.3,nt,0.0,14,-6,nt
Cc1cccc(OCC(O)Cn2c(=N)n(CCN3CCCCC3)c3ccccc32)c1 (stereo unspecified),26,nt,25,22,-0.4,5,-0.8,18,-6,2
Cc1ccccc1-c1cccc([C@@H]2C[C@H]3[C@H](CON3C)CN2C(=O)CCc2ccccc2)c1,31,1.6,0,nt,i,-4,12,nt,6,nt
CSC[C@H]1CN(Cc2ccccc2)C(=O)[C@@H]1CC(=O)Nc1ccc(Br)cc1,2,1.1,3,nt,-0.4,nt,nt,nt,2,nt
Cc1cccc(C(=O)Nc2nnc(S(=O)(=O)N3CCOCC3)s2)c1,4,3.8,-10,2,i,5,0.3,5,nt,2
CCOC(=O)C1(Cc2ccccc2C)CCCN(C(=O)c2ccnn2C)C1 (stereo unspecified),7,-0.5,-1,-1,-0.3,-10,-0.6,0,-1,4
COC(=O)c1ccccc1S(=O)(=O)N1CCC(C(=O)NC2=NCCS2)CC1,2,-0.3,-7,nt,-0.7,-5,-0.9,-1,-1,nt
CCOCCCn1c(=N)c(C(N)=S)cc2c(=O)n3cccc(C)c3nc21,-4,nt,-4,8,0.9,16,1.1,0,-63,-2
CCOc1ccc(NC(=O)c2cc3cc4ccc(OC)cc4nc3o2)cc1,-1,nt,-3,41,i,-13,-0.8,0,-4,2
CCOc1ccc(NC(=O)C2CCCN(c3c(CC)c(C)nc4ncnn34)C2)cc1 (stereo unspecified),16,-7.6,12,12,-0.3,-12,-0.5,-4,-16,-1
COc1ccc(CCN(C)C2CCCN(C(=O)Cn3cnnn3)C2)cc1OC (stereo unspecified),-5,0.7,-7,-9,i,-8,-0.9,-5,0,4
CCc1nc2sc3c(c2c(=O)n1CCO)CCC3,3,0.8,9,-12,-0.4,6,0.4,7,5,0
Cc1ccc(CNS(=O)(=O)c2c(N)n(C)c(=O)n(C)c2=O)cc1,-4,2.1,-5,-33,i,-21,0.1,-4,0,1
CC1CCN(C(=O)COC(=O)c2nn(C)c(=O)c3ccccc23)CC1,-9,-0.3,-3,37,-0.2,-4,2.0,-7,-2,-3
C=CCSc1nnc(-c2cccnc2)o1,6,1.4,5,-6,-0.2,-24,2.0,-2,-15,-1
O=C(CC(Nc1ccccc1)c1ccccc1)C1CC1 (stereo unspecified),1,0.5,-3,10,-0.4,-8,-1.8,4,-3,-4
CN(CC(=O)Nc1cccc(F)c1)C(=O)c1ccc(OCC2CCCO2)cc1 (stereo unspecified),8,1.2,1,37,i,-7,-0.1,-3,-2,-1
O=C(Cc1ccc(NC(=O)C2CCN(C(=O)C3CC3)CC2)cc1)Nc1cccc(C(=O)N2CCCCC2)c1,14,1.5,-5,nt,i,1,-0.6,nt,-6,nt
CCCCCCn1c(C)nc2c(c1=O)c1nc3ccccc3nc1n2/N=C/c1ccco1,-3,nt,1,-14,nt,nt,-0.2,-4,3,4

Next entries.
canonical_smiles,Y pestis TopoI,TcdB GH inh,MazF activator,DUSP3 inh,BH1578 lux ind,PriA SSB inh,PfHsp40 yeast,Rv3671c inh,Anthrax LF inh2,SARS 3CLpro inh
CCc1ccc(N2NC(=O)/C(=C/C=C/c3ccco3)C2=O)cc1,-9,-0.3,8,14,-0.3,-5,2.3,5,-1,0
C/C(=N\N(Cc1ccccc1)c1ccccc1)c1cccnc1,13,1.7,-4,17,nt,nt,6.7,5,0,1
Cc1ccccc1NC(=O)C1(C)Cc2ccccc2C(=O)O1 (stereo unspecified),7,nt,1,-9,i,-7,0.0,6,2,1
COc1cc(C(C)=O)ccc1OCC(O)CN1CCN(c2ccc(C)c(C)c2)CC1 (stereo unspecified),19,-1.1,2,12,i,8,-0.6,6,-8,4
CN(CC(=O)NC1CCCCC1)S(=O)(=O)c1cccc2cccnc12,10,1.4,0,48,-0.2,-7,1.4,-19,-8,1
C#CCNS(=O)(=O)c1ccc(F)cc1Br,-1,0.0,-19,nt,-0.5,-12,-0.9,nt,-3,nt
Cc1cc(NC(=O)CCCn2ccc([N+](=O)[O-])n2)n(Cc2ccc(F)cc2)n1,-2,0.8,5,8,i,-2,17,-1,-6,1
O=C(c1ccc2nc(-c3ccccc3)c(-c3ccccc3)nc2c1)N1CCCCC1,27,-0.6,3,-1,i,-6,0.0,8,-9,3
O=C(CCn1c(=O)oc2ccccc21)NCc1ccco1,-13,-2.7,9,41,-1.2,-1,0.2,1,-3,-2
Cc1ccc2c(c1)C=CC(C)(C)S2=O (stereo unspecified),-9,0.7,10,-12,0.0,-11,-0.6,3,2,0
CN(C(=O)COC(=O)/C=C/c1ccc(F)cc1)c1c(N)n(Cc2ccccc2)c(=O)[nH]c1=O,-9,0.4,-5,nt,-0.3,-5,-0.9,0,nt,nt
CC(=O)Nc1nc(C)nc(-c2ccccc2OC(C)=O)n1,2,0.9,0,-4,-0.3,-26,-1.0,11,1,2
Cc1ccc(-c2csc3nnc(SCc4csc(C)n4)n23)cc1,20,nt,-8,1,-3.3,6,-0.1,-2,-1,0
C=CCSc1nnc(NC(=O)CCN2C(=O)C3CC=CCC3C2=O)s1 (stereo unspecified),6,1.1,-4,nt,i,-16,-0.7,17,-3,nt
c1ccc(CSc2nnc3ccc(-c4ccncc4)nn23)nc1,16,0.8,-2,34,i,-3,-0.9,6,-2,5
CCO[C@H]1OC(C(=O)NC2CC2)=C[C@@H](c2csc3ccccc23)[C@@H]1CCCO,12,-0.8,7,16,i,0,-0.7,-4,1,-2
COc1ccccc1NC(=O)CN1CCN(CC(=O)Nc2ccc3c(c2)OCO3)CC1,4,nt,8,40,-2.8,1,0.4,-6,-2,-1
CCC(C)C(NC(=O)[C@@H](NC(=O)c1ccccc1F)C(C)C)C(=O)OC (stereo partly specified),-9,nt,6,16,5.6,-14,-0.8,3,2,-1
O=C(NCc1cccnc1)c1cccc(F)c1,6,nt,5,10,-0.1,-7,-1.5,-9,-1,-3
CC(C)NC(=O)N1CCN(c2ccncc2S(=O)(=O)N2CCOCC2)CC1,-1,nt,4,1,i,0,-2.1,-13,-5,-2
Cc1nc(-c2ccc(S(=O)(=O)Oc3ccc(Cl)cc3Cl)s2)cs1,9,-1.2,-7,30,-0.6,-8,3.2,-10,16,7
O=C(Cc1ccc(Cl)cc1)Nc1cc(Cl)ccn1,3,1.3,3,nt,-0.4,-11,0.0,-6,-3,nt
CCCCOc1ccc(C(=O)NNC(=O)C2C3C=CC(C3)C2C(=O)O)cc1 (stereo unspecified),-2,1.3,-11,-2,-3.6,-3,-0.2,-18,-1,4
N#Cc1c(-c2ccco2)cc(-c2ccccn2)nc1N,3,nt,4,-5,0.3,30,0.9,-7,3,-6
CCCCCC(=O)Nc1ccc(-c2csc(C)n2)cc1,-3,nt,-2,-1,-0.3,-29,0.5,-10,1,0

The list goes on.
canonical_smiles,Y pestis TopoI,TcdB GH inh,MazF activator,DUSP3 inh,BH1578 lux ind,PriA SSB inh,PfHsp40 yeast,Rv3671c inh,Anthrax LF inh2,SARS 3CLpro inh
COc1ccc(NC2=CC(=O)CC(c3ccccc3)C2)c(OC)c1 (stereo unspecified),5,nt,6,23,-0.5,20,-1.0,1,-5,-6
O=C(COC(=O)c1cccc(S(=O)(=O)N2CCCC2)c1)c1ccc(F)cc1,20,1.4,-8,nt,i,nt,nt,nt,-5,nt
Cc1ccc(C)c(NC(=O)COc2cccc3c2CCN(Cc2ccccc2)C3=O)c1,21,1.2,7,16,i,7,1.2,-6,-2,0
CCC(C)c1ccc(C(CC)NC(=O)C2CCCO2)cc1 (stereo unspecified),13,0.3,3,-3,-2.3,-5,-0.9,10,nt,5
Cc1cc(F)ccc1S(=O)(=O)NCC(c1ccc2c(c1)OCO2)N1CCOCC1 (stereo unspecified),-9,1.8,-10,nt,i,-2,0.0,4,1,nt
Cc1ccc(C)c(S(=O)(=O)N2CCCOC2CNC(=O)C(=O)NCCc2ccccc2)c1 (stereo unspecified),2,2.6,1,38,0.5,4,-1.8,0,12,2

Given with values under each structure: entries from further up.
Fields: Y pestis TopoI | TcdB GH inh | MazF activator | DUSP3 inh | BH1578 lux ind | PriA SSB inh | PfHsp40 yeast | Rv3671c inh | Anthrax LF inh2 | SARS 3CLpro inh
> CCC(C)c1ccc(C(CC)NC(=O)C2CCCO2)cc1 (stereo unspecified)
  13 | 0.3 | 3 | -3 | -2.3 | -5 | -0.9 | 10 | nt | 5
> Cc1ccc(C)c(S(=O)(=O)N2CCCOC2CNC(=O)C(=O)NCCc2ccccc2)c1 (stereo unspecified)
  2 | 2.6 | 1 | 38 | 0.5 | 4 | -1.8 | 0 | 12 | 2
